CHX counter: affects cycloheximide protein synthesis inhibition readout, counter-screen; cell reporter, cycloheximide protein synthesis inhibition counterscreen; max response, %; actives 12% (n = 300,000); in the data active = max response mostly above about 13%, no sharp cut-off; inactive = mostly below about 14%; also: read at 38.3 µM for the half of the compounds with a filed dose; 0% is about no effect
AmpC inh no detg: blocks E. coli AmpC beta-lactamase in detergent-free assay | AmpC nitrocefin hydrolysis, absorbance 480 nm, 0.0001% Triton | Potency, µM (highest dose often 57.1 µM), inactives show at the top dose activity change, negative = inhibition, hits mostly inhibitors | P00811 | actives 0.52% (n = 330,000);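 also: potency is read from the fitted curve at half-maximal effect; plate controls were no compound for no effect and no enzyme for full effect; nearly all actives have a fitted effect of over 20% in size; some results filed as inactive show a strong effect at the top dose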
Target sequence (P00811 whole entry, looked up): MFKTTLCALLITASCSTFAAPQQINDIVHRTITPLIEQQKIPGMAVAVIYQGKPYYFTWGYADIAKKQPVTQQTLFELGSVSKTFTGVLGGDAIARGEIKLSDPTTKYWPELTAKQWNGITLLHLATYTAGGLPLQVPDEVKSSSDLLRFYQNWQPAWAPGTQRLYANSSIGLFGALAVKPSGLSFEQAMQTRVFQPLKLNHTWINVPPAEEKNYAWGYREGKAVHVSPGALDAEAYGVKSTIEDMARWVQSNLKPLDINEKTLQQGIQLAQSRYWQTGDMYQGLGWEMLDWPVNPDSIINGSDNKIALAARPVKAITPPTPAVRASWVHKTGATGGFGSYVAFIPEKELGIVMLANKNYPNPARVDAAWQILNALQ
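20 mM phosphate pH 7.0 + 0.01% (detergent screen) or 0.0001% Triton X-100; 5.3 nM AmpC reagent; cpd preinc 15 min RT; nitrocefin (800 uM stock) to start; A480 q20 s × 4 min; Activity was normalised to no-enzyme and no-compound control wells.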
AmpC inh detg: blocks E. coli AmpC beta-lactamase in detergent assay | P00811 | AmpC hydrolysis of nitrocefin, absorbance 480 nm, 0.01% Triton | Potency, µM (series often up to 114 µM), inactives show at the highest dose activity change, negative = inhibition, actives largely listed as inhibitors | actives 0.041% (n = 370,000) | AID 485294;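 also: potency is read from the fitted curve at half-maximal effect; 0% = no-compound wells and -100% = no-enzyme wells; nearly all actives have a fitted effect of over 25% in size; some results filed as inactive show a strong effect at the top dose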
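AmpC (5.3 nM in the dispensed reagent) in 20 mM phosphate pH 7.0 with 0.01% (detergent screen) or 0.0001% Triton X-100 was preincubated with compounds for 15 min at room temperature. Nitrocefin was then added from an 800 uM solution, and hydrolysis was followed at 480 nm.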
Giardia FBPA inh: blocks Giardia fructose-bisphosphate aldolase activity | A8B2U2 | purified Giardia FBPA | Potency, µM (titrated, usually from 59.6 µM), for the others: at the highest dose activity, negative = inhibition, hits mostly inhibitors | actives 0.71% (n = 290,000); also: potency is read from the fitted curve at half-maximal effect; % is scaled to controls: 0 for no effect and ±100 for the full control effect; nearly all actives have a fitted effect of over 55% in size
Target sequence (A8B2U2 whole entry, looked up): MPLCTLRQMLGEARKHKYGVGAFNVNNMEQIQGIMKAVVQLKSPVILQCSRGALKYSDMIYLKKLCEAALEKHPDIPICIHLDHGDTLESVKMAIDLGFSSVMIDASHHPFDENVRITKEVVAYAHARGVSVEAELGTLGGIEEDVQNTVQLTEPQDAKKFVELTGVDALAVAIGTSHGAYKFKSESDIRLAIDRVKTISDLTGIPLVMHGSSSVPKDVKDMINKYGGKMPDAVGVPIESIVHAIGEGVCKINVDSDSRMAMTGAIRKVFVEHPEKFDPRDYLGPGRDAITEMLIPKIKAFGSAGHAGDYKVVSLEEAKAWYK
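Giardia FBPA (40 nM reagent) was preincubated 10 min at RT with compound (up to 57.5 uM final), then substrate plus GAPDH/TPI/NAD/arsenate coupling system with diaphorase/resazurin was added; resorufin fluorescence (525/598 nm) was read after 20 min.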
HCMV antiviral: blocks human cytomegalovirus replication; HFF cells, HCMV-luciferase reporter, 72 h; active compounds read low; activity change, negative = inhibition, % at 57.5 µM; actives 4.5% (n = 410,000); in the data active = activity change below about -60%; inconclusive = no clear call, values can overlap the other calls; inactive = above about -39%; also: % is scaled to controls: 0 for no effect and ±100 for the full control effect
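HFF cells seeded 16 h at 37C, treated with compounds, infected with luciferase-reporter HCMV at MOI 1 PFU/cell; luciferase read at 72 h post infection, normalized to buffer-only and Salinomycin controls.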
AMA1-RON2 inh: disrupts binding of P. falciparum AMA1 to RON2. AlphaScreen AMA1-biotinylated RON2 peptide binding. Potency, µM (highest dose often 58.2 µM), inactives show top-dose activity change, negative = inhibition, hits mostly inhibitors. actives 0.2% (n = 360,000). AID 720542;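 also: potency is read from the fitted curve at half-maximal effect; 0% = vehicle wells and -100% = peptide control; nearly all actives have a fitted effect of over 45% in size; some results filed as inactive show a strong effect at the top dose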
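AMA1 (3D7) with his tag at 25 nM final met compounds first, then biotinylated RON2 peptide at 25 nM; detection used donor plus acceptor beads, 10 µg/mL apiece, read by AlphaScreen after 30 min at room temperature.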
Shiga inhibitor: inhibitors of Shiga toxin in Vero cells; AID 2315; actives 9.2% (n = 290,000); Vero cells, Shiga toxin protein synthesis inhibition reporter; inhibition, % at 38.7 µM; in the data active = inhibition mostly above about 28%, no sharp cut-off; inactive = mostly below about 43%; also: 0% is about no effect
* hit, by the source's call; u = inconclusive; x = not tested or not shown; & = joins results of further samples; [ ] = another dose, or the depositor's remark. Unless noted, calls follow the shape of the dose curve; as a rule, active = well fitted curve in the direction sought with a large enough effect; inconclusive = small, poorly fitted or top-dose-only effect, or another doubt; inactive = no such curve, though single readings can be large; an effect the other way counts as inactive or inconclusive.

SMILES | CHX counter | AmpC inh no detg | AmpC inh detg | Giardia FBPA inh | HCMV antiviral | AMA1-RON2 inh | Shiga inhibitor
CCn1c(SCC(=O)NC2CC2)nnc1-c1cccc(OC)c1 | -0.5 | 8.6% | -6.6% | 14.4% | 22.3 | -2.4% | -6.6
CCOCC(=O)NCc1ccc2c(c1)OCO2 | -1.9 | x | -0.4% | 3.5% | -13.8 | -5.7% | 14.0
O=S(=O)(c1cccc2nsnc12)N1CCN(c2ccccc2F)CC1 | 9.0 | -20.1% | -5.8% | 2.4% | u | -23.2% | -6.8
Cc1cc(C)c(S(=O)(=O)NC2CCN(Cc3ccccc3)CC2)c(C)c1 | -7.2 | 84.9%[activator] | -4.3% | 2.6% | u | -3.0% | -7.2
COC(=O)C(C)N1C(=O)S/C(=C\c2ccc(-c3ccc(C(=O)O)cc3C)o2)C1=O (stereo unspecified) | 43.6* | -27.5% | -2.5% | 0.4% | 75.9 | -3.5% | 88.9*
[O-]/[N+](=C\c1ccccc1)[C@@H]1CCCC[C@@H]1/[N+]([O-])=C/c1ccccc1 | -4.9 | -13.3% | u | -0.8% | 34.4 | -2.4% | -17.4
CC(=O)c1ccc(S(=O)(=O)N2CCN(C(=O)c3ccc(-n4cncn4)c([N+](=O)[O-])c3)CC2)cc1 | x | 3.0% | 4.8% | x | -16.9 | -9.3% | x
O=C(NC(Cc1c[nH]c2ccccc12)C(=O)O)/C(=C\c1ccc2c(c1)OCO2)NC(=O)c1ccccc1 (stereo unspecified) | 7.3 | -21.4% | 5.0% | 11.5% | 76.1 | -8.6% | 5.1
CC(=O)N1CCOc2ccc(S(=O)(=O)N3CCC(C(=O)NCc4ccccc4)CC3)cc21 | -1.1 | 14.8% | 0.9% | x | -23.9 | -5.0% | 7.2
CCC(=NCc1ccco1)c1c(O)[nH]c(=O)[nH]c1=O | 8.5 | -16.3% | u | 2.5% | 36.7 | 0.0% | -8.7

Another view of two compounds above:
| Compound | CHX counter | AmpC inh no detg | AmpC inh detg | Giardia FBPA inh | HCMV antiviral | AMA1-RON2 inh | Shiga inhibitor |
| --- | --- | --- | --- | --- | --- | --- | --- |
| CCOCC(=O)NCc1ccc2c(c1)OCO2 | -1.9 | x | -0.4% | 3.5% | -13.8 | -5.7% | 14.0 |
| O=S(=O)(c1cccc2nsnc12)N1CCN(c2ccccc2F)CC1 | 9.0 | -20.1% | -5.8% | 2.4% | u | -23.2% | -6.8 |

The list continues.
SMILES | CHX counter | AmpC inh no detg | AmpC inh detg | Giardia FBPA inh | HCMV antiviral | AMA1-RON2 inh | Shiga inhibitor
Cc1cccc(C)c1NC(=O)CN1C(=O)NC(C)(C2CC2)C1=O (stereo unspecified) | x | -14.2% | x | x | 1.9 | 0.0%[11.6 µM] | x
COc1ccc2nc(NC(=O)CCn3cccc3)sc2c1 | 15.7* | -13.8% | -1.7% | 5.7% | 48.8 | -7.8% | 13.1
C[C@H]1O[C@@H](n2cnc3c(N)ncnc32)C[C@@H]1OP(=O)(O)OP(=O)(O)OP(=O)(O)O | 13.2 | x | x | -6.9% | x | x | 5.1
CCc1sc(C(=O)Nc2cc(Cl)ccc2N2CCCCC2)cc1C | 1.7 | -21.3% | -3.5% | 0.5% | -62.8* | 8.0% | -15.0
Cn1c(CCN2CCOCC2)nc2cc(NS(=O)(=O)c3ccccc3)ccc21 | -2.5 | 17.8% | 1.8% | 0.5% | 0.0 | -12.6% | 13.3
NC(=O)C1CCN(C2=C(NS(=O)(=O)c3ccc(Br)cc3)C(=O)c3ccccc3C2=O)CC1 | -2.5 | 109.0%[activator] | u | u | -28.4 | -7.1% | -1.7
Cn1c(CCC(=O)Nc2cc(S(C)(=O)=O)ccc2Cl)nc2cc(S(=O)(=O)N3CCOCC3)ccc21 | x | -42.7% | 4.6% | x | 9.3 | 2.2% | x
Cc1cccc(C(=O)NNC(=O)c2ccccc2Br)c1 | 12.8 | -22.3% | u | -9.9% | -2.4 | 54.2%[activator] | 16.9
COc1ccc(Cn2c(=O)[nH]c3cc(OC)c(OC)cc3c2=O)cc1 | -2.2 | -8.0% | 4.5% | 9.6% | -16.4 | 23.0% | 15.4
C/C(CC(=O)Nc1cc(Cl)ccc1Cl)=N\NC(N)=S | -3.5 | -34.5% | 0.2% | u | -5.5 | 64.2%[activator] | -6.1
O=C(CN1CCN(S(=O)(=O)c2ccc(F)cc2)CC1)Nc1cccc(C(F)(F)F)c1 | 1.4 | 88.4%[activator] | -0.6% | -6.6% | 0.6 | 3.0% | -9.1
CS(=O)(=O)Nc1ccc(C(=O)Nc2ccc(S(=O)(=O)Nc3nccs3)cc2)cc1 | 13.3 | -27.3% | -5.4% | x | -14.5 | 3.6% | 5.1
C=CC[C@@H](CC(=O)N(CCO)Cc1ccccc1)C(=O)N[C@H](COC(=O)[C@@H](CC=C)CC(=O)OC(C)(C)C)c1ccccc1 | x | 186.0%[activator] | x | x | 9.0 | -2.3% | x
O=[N+]([O-])c1cnn2cc(Br)cnc12 | -0.8 | -21.9% | 3.6% | 0.4% | 17.0 | 10.5% | -3.5
COc1ccc(Cl)cc1Nc1nc(NCCO)nc(N2CCCC2)n1 | 6.3 | 40.5% | 0.0% | 6.4% | 1.7 | -10.5% | -1.0
COc1ccccc1CCNC(=O)c1ccc2nc[nH]c2c1 | 1.4 | -30.1% | -14.4% | x | 6.8 | 3.0% | 3.8
CC1=C(C(=O)OCc2ccccc2)C(c2ccccc2)NC(=O)N1CCCCCC(=O)O (stereo unspecified) | -4.0 | -19.4% | u | 10.5%&17.6% | -38.2 | 11.3% | -15.7
CCOc1ccc(S(=O)(=O)N2CCN(C(=O)c3cccnc3)CC2)cc1 | 8.7 | -7.5% | 5.9% | 2.2% | -1.3 | -3.6% | 32.1
CCOC(=O)C1(Cc2cccc(OC)c2)CCN(CC2CC=CCC2)CC1 (stereo unspecified) | 16.3 | 23.2% | -1.7% | -0.1% | 0.0 | -11.0% | -7.6
CC(=O)Nc1ccn(C2OC(C(COC(C)=O)NC(=O)C(C)NC(=O)OC(C)(C)C)C(OC(C)=O)C2OC(C)=O)c(=O)n1 (stereo unspecified) | 1.7 | x | x | 6.2% | x | x | 16.0
CCCn1c(=O)c(Br)cn(-c2ccccc2C)c1=O | 6.0 | -17.7% | 3.1% | 3.7% | -0.9 | -6.5% | 11.6
Cc1ccc(OCCC(=O)OCC(=O)Nc2ccc(F)cc2)cc1 | x | -2.3% | -8.8% | x | -0.9 | -3.2% | x
COc1ccc(CNC(=O)CCNC(=O)c2ccc(C(C)(C)C)cc2)cc1OC | x | 0.9% | -18.5% | x | u | -5.0% | x
CC(=O)N(CN1C(=O)c2ccc([N+](=O)[O-])cc2C1=O)c1ccc(F)cc1 | 3.3 | 5.8% | -2.8% | 0.4% | -4.6 | -1.7% | 6.5
O=C(c1ccc([N+](=O)[O-])cc1)N(Cc1ccc(Cl)cc1Cl)N1C(=O)CCCC1=O | -1.4 | -4.9% | u | -13.3% | -13.3 | 0.0% | -11.2
Cc1cc(C)c(OCC(=O)Nc2nnn(C)n2)c(Br)c1 | -3.0 | -9.9% | -13.3% | 2.1% | 19.7 | -8.6% | 1.7
Cc1nc(SCCC(C)C)c([N+](=O)[O-])[nH]1 | -4.4 | -11.6% | u | -13.7% | -25.0 | 19.4% | -5.1
O=[N+]([O-])c1ccccc1-c1ccc(/C=N/n2cnnc2)o1 | -2.9 | 72.1%[activator] | -9.5% | -13.4% | 1.4 | -11.7% | -22.3
CCN(CC)C(=O)c1cc2cc(Br)ccc2oc1=O | -0.9 | -7.9% | -4.2% | 2.6% | 18.9 | -5.8% | -12.9
COC(=O)c1ccccc1S(=O)(=O)N1CCC(C(=O)OC(C)C(=O)NC(N)=O)CC1 (stereo unspecified) | -2.0 | -3.0% | 0.5% | 2.8% | 13.2 | 4.5% | -13.2
Cc1ccc(S(=O)(=O)N(C)c2nc3ccccc3[nH]c2=S)cc1 | 11.0 | -50.4% | -7.6% | -12.3% | -9.7 | 19.0% | -3.8
COC(=O)c1ccccc1S(=O)(=O)N(Cc1cc2ccc(OC)cc2[nH]c1=O)CC1CCCO1 (stereo unspecified) | -4.3 | 62.1%[activator] | -8.5% | 1.6% | 1.9 | -10.0% | -20.7
NNC(=O)c1ccc(COc2ccc(Br)cc2)o1 | 6.5 | -29.4% | -1.6% | 6.0% | 6.5 | 42.0%[activator] | -6.7
O=c1ccc2cc(S(=O)(=O)Nc3ccccc3F)ccc2o1 | -3.5 | -6.5% | 3.5% | -1.6% | 23.0 | 31.8%[activator] | -8.1
CC(=O)c1cc(C#N)c(SCC(=O)OC(C)C)nc1C | 17.9* | -3.3% | -1.9% | 7.1% | -24.1 | -8.7% | 26.5*
CCOC(=O)C1=C(COC(=O)CCC(=O)c2ccc(C)cc2)NC(=O)NC1C (stereo unspecified) | x | -13.3% | 2.3% | x | 23.6 | -1.0% | x
O=C(NCC1CCCN1S(=O)(=O)c1cccs1)c1ccc(Cl)cc1 (stereo unspecified) | x | -14.0% | -12.4% | x | -22.5 | -5.9% | x
CN(CC(=O)N1CCN(c2ccccn2)CC1)S(=O)(=O)c1ccc2ccccc2c1 | 3.9 | 90.0%[activator] | 1.1% | 0.8% | -29.9 | -7.3% | -20.3
Cc1ccc(CSCC(=O)N(C)CC(=O)Nc2ccc(Cl)c(Cl)c2)cc1 | x | 5.6% | -6.2% | x | -7.2 | 12.1% | x
CN(C)c1ccc(/C=C/c2ccc3ccccc3n2)cc1 | -4.6 | -14.2% | 8.5% | -4.6% | x | 1.5% | -18.8

Another view of part of the listing above.
structure	CHX counter	AmpC inh no detg	AmpC inh detg	Giardia FBPA inh	HCMV antiviral	AMA1-RON2 inh	Shiga inhibitor
CCn1c(SCC(=O)NC2CC2)nnc1-c1cccc(OC)c1	-0.5	8.6%	-6.6%	14.4%	22.3	-2.4%	-6.6
CCOCC(=O)NCc1ccc2c(c1)OCO2	-1.9	x	-0.4%	3.5%	-13.8	-5.7%	14.0

New compounds follow:
SMILES | CHX counter | AmpC inh no detg | AmpC inh detg | Giardia FBPA inh | HCMV antiviral | AMA1-RON2 inh | Shiga inhibitor
CC1CCN(C(=O)CSCc2ccc(Cl)cc2)CC1 | 34.9* | 6.5% | -5.3% | 2.9% | 21.3 | 0.2% | 31.0
Cc1[nH]c2c(C(F)(F)F)cccc2c1CCN | -4.2 | -18.7% | 2.0% | -2.9% | 51.3 | 1.3% | -6.3
COC(=O)CNC(=O)CN(c1ccc(OC)cc1OC)S(=O)(=O)c1ccccc1 | x | -1.0% | -5.0% | x | -7.1 | 12.4% | x
CN(C1CCCCC1)S(=O)(=O)c1ccc(-c2ccccn2)s1 | -0.9 | -30.2% | 2.9% | 6.6% | 24.0 | 8.3% | 14.9
CC(=O)Nc1ccc(S(=O)(=O)NC(C)(C#N)C2CC2)cc1 (stereo unspecified) | -2.7 | -12.0% | 0.4% | -22.3% | -13.5 | 10.4% | -3.4
O=C(C(Cc1ccccc1)N1C(=O)C2C3C=CC(C3)C2C1=O)N1CCCCCC1 (stereo unspecified) | -3.7 | x | 1.0% | -1.6% | -6.5 | 13.7% | -8.5
